TPT1 inh: C. albicans TPT1 enzyme inhibition; inhibition, % at 5 µM; 0.81% of 300,000 active; recombinant caTPT1, FP RNA substrate dephosphorylation;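 active = inhibition above the mean of all tested compounds plus 3 SD, set per screening campaign, cut at about 24% in these data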;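 also: plate controls were DMSO alone for no effect and ferristatin control at 100 nM for full effect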
PP1 inh: blocks human PP1-alpha phosphatase, a PP5 counter-screen. P62136. 0.9% of 320,000 active. purified PP1alpha, OMFP fluorescence. inhibition, % at 6.7 µM;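 active = inhibition above the mean inhibition of all tested compounds plus 3 SD, computed separately for each screening campaign, cut at about 15% in these data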
Target sequence (P62136 whole entry, looked up): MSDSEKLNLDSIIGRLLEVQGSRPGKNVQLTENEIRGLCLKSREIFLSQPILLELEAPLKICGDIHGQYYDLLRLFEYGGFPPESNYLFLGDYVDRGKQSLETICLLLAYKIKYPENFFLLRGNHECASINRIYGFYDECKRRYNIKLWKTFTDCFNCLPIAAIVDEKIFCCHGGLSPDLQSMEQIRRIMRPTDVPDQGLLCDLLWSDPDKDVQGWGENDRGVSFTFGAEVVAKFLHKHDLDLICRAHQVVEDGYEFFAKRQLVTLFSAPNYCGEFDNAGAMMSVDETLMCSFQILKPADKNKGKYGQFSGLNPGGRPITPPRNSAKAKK
PP5 inh: blocks human protein phosphatase 5 activity. P53041. 0.18% of 320,000 active. inhibition, % at 6.7 µM. purified PP5c, OMFP substrate fluorescence. AID 1987;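 active = inhibition above the campaign's mean inhibition across all tested compounds plus 3 SD, cut at about 9.5% in these data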;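 also: 0% = DMSO only and 100% = 100 µM cantharidin control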
core dimer inh: HCV core protein dimerization inhibition. inhibition, % at 5 µM. TR-FRET GST/Flag-core106 dimerization, 1536-well. AID 1899. 0.33% of 300,000 active;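 active = inhibition above the mean of all tested compounds plus 3 SD, set per screening campaign, cut at about 45% in these data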
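assay system = GST-tagged and Flag-tagged HCV core protein residues 1-106 | controls = unlabelled core106 and no-GST-core106 wells | incubation = compound-protein-antibody incubation 4 h at 22.5 °C | probe or stimulus = Eu donor and XL665 acceptor anti-tag antibodies | read-out = % inhibition based on acceptor/donor emission ratio | signal = TR-FRET 671 and 617 nm emission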
procasp3 activ: activates human procaspase-3; activation, % at 8.5 µM; P42574; 0.11% of 330,000 active; recombinant procaspase-3 D3A, Ac-DEVD-pNA absorbance 405 nm;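 active = activation above the mean of all tested compounds plus 3 SD, cut at about 21% in these data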;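 also: 0% = DMSO alone and 100% = DMSO wells spiked with extra 5 µM PC-3 D3A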
Target sequence (P42574 whole entry D9A/D28A/D175A): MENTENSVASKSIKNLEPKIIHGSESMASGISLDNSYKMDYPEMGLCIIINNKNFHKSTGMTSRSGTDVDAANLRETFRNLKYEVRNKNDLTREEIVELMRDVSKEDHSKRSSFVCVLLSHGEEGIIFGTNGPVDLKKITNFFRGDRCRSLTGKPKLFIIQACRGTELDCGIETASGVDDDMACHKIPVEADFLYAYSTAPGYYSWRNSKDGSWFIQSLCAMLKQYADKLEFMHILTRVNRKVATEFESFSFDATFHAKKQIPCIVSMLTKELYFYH
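System: Procaspase-3 D3A mutant. Medium: Zinc-free 300 mM NaCl, 50 mM HEPES, 0.01% Triton X-100. Schedule: 1 h preincubation plus 2 h reaction at 25 °C. Measured by: 405 nm absorbance of p-nitroaniline, reads at 0 and 120 min. Read-out: percent activation relative to control range.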
proCasp7 act: counter-screen for procaspase-3 activators: activators of human procaspase-7; P55210; recombinant procaspase-7, Ac-DEVD-pNA absorbance 405 nm; D23A/D198A/D206A triple mutant, cannot self-cleave; scale: DMSO 0, 5 µM enzyme 100; activation, % at 8.5 µM; 0.093% of 330,000 active;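 active = percent activation above the screen-wide mean plus 3 SD, cut at about 25% in these data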
Target sequence (P55210 whole entry D23A/D198A/D206A): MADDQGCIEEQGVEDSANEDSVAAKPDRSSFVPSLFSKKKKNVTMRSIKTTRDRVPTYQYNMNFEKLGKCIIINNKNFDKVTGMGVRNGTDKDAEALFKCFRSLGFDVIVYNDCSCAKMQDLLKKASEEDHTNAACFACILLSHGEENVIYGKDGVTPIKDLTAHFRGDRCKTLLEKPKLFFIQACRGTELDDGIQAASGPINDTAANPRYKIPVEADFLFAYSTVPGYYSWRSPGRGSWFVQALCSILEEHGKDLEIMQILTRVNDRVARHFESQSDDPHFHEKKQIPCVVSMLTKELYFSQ
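buffer or medium = Zinc-free HEPES/NaCl buffer, pH 7.4 | material = Procaspase-7 triple mutant (PC-7 D3A) | input = 2 µM procaspase-7 mutant as dispensed | signal = Epi-absorbance of released pNA at 405 nm, two timepoints | timing = 1 h preincubation, 2 h reaction | replicates = singlicate compound testing | evaluation = % activation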
JMJD2C inh: inhibitors of human GASC-1 (JMJD2C) demethylase; 0.069% of 330,000 active; GST-JMJD2C(1-420) H3K9me3 demethylation, DELFIA europium; Q9H3R0; inhibition, % at 2.35 µM;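 active = more than half of a compound's replicate wells show inhibition beyond 50%, single wells judged on their own value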;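 also: signal counts dimethyl H3K9 product captured on neutravidin plate; 0% = median of DMSO wells and 100% = 0.3 times that DMSO median; strong numbers were not always called active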
Efflux pump inh: inhibitors of Candida antifungal efflux pumps expressed in yeast. S. cerevisiae Candida pump triplex, Nile Red efflux. inhibition, % at 10 µM. 0.44% of 330,000 active;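 active = plate passing quality check with inhibition over a set limit, or well fluorescence over plate mean plus 4 SD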;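 also: Nile Red retained in pooled yeast measured as flow cytometry median fluorescence; 0% = buffer negative control and 100% = Enniatin B positive control; higher means more Nile Red kept so more efflux inhibition; some compounds called inactive have numbers as strong as hits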
Fh CTSL1 inh: cathepsin L1 inhibition, PFM18AAP counter-screen; recombinant F. hepatica cathepsin L1, Z-Leu-Arg-MCA fluorescence; 0.49% of 300,000 active; inhibition, % at 5.96 µM;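 active = inhibition above the mean of all tested compounds plus 3 SD, set per screening campaign, cut at about 17% in these data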;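 also: 0% = plate median of test compound wells and 100% = 1 µM Z-Phe-Ala-diazomethylketone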
* marks the source's active call; other numbers are inactive results; . = no result given; & = joins results of further samples.

SMILES | TPT1 inh | PP1 inh | PP5 inh | core dimer inh | procasp3 activ | proCasp7 act | JMJD2C inh | Efflux pump inh | Fh CTSL1 inh
C=CCOc1ccc(Cl)cc1CNCCCN1CCOCC1 | 0 | -2 | 0.7 | 12 | -3 | -2 | -5 | 0.0 | -3
COC(=O)c1cccc(NC(=O)CSc2nnc(COc3ccccc3)n2C)c1 | -4 | 0 | 1.0 | 0 | -1 | 12 | 1&-65 | -0.1 | 8
CCN(CC)CCNC(=O)CCCCn1c(=S)[nH]c2c([nH]c3ccc(OC)cc32)c1=O | -5 | -8 | 3.9 | -3 | -3 | -13 | 3 | 0.2 | 4
O=C(C1CCN(C2CCN(CC3CC=CCC3)CC2)CC1)N1CCOCC1 (stereo unspecified) | -3 | -1 | -5.1 | -2 | 2 | -5 | -5 | -0.1 | 3
Cc1ccccc1CS(=O)(=O)c1cnc2ccccc2n1 | 0 | -5 | -2.8 | 2 | -5 | 4 | 7 | 0.0 | 3
CC(=O)N1[C@H](Cc2ccccc2)C=C[C@]1(C)C(=O)NCc1ccccn1 | 3 | 6 | 3.0 | 6 | 1 | -12 | -1 | -0.1 | -3
CC(C)OC(=O)c1cccc(C(=O)Oc2ccc(Br)cc2)n1 | -5 | -2 | 2.0 | -18 | 3 | 6 | 15 | -0.1 | 2
CC(=O)Nc1ccc(NC(=O)C(C)OC(=O)C2CCCCC2)cc1 (stereo unspecified) | . | -4 | 0.3 | . | 1 | 0 | -2 | -0.2 | .
Cc1ccc(OCC(=O)Nn2cnc3ccccc32)cc1 | 1 | -3 | 0.2 | 2 | 4 | -3 | 1 | 0.1 | 0
O=C(CCC(=O)OCCCC(F)(F)C(F)(F)F)NC1CCCCC1 | 2 | -1 | -1.3 | 1 | -2 | 11 | -1 | 1.4* | -6
O=C(CCc1ccccc1O)N/N=C/c1ccc(Sc2cccc3cccnc23)o1 | 2 | 1 | 2.4 | 3 | 5 | 0 | 3 | 0.2 | -2
CC(C)CNS(=O)(=O)c1cc(C(=O)OC2CCOC2=O)c(Cl)cc1Cl (stereo unspecified) | -1 | -3 | -0.6 | -4 | -9 | -8 | 17 | -0.2 | 1
COc1ccc(CC2(C)OC(c3ccc(C)cc3)=NN2C(C)=O)cc1 (stereo unspecified) | 0 | 4 | 2.6 | 3 | -6 | 4 | 0 | 0.1 | 1
COC(=O)c1cc(S(=O)(=O)Nc2cc(OC)cc(OC)c2)cn1C | 2 | -5 | -2.0 | 0 | 3 | 9 | -8 | 0.1 | -2
CN(C)/C=N/S(=O)(=O)c1ccc(Cl)cc1 | 1 | 1 | 0.2 | -4 | 2 | -5 | 0 | -0.1 | 1
CCOC(=O)c1nc2ccccc2s1 | -5 | -2 | -0.6 | -2 | -1 | -5 | 17 | -0.1 | 2
CCOC(=O)CN(C(=O)CSc1nnc(-c2ccc(OC)c(OC)c2)o1)c1ccccc1 | -1 | -3 | -2.1 | 0 | 2 | -4 | 21 | 0.2 | 1
O=C(NCCc1ccccc1Cl)C1CCC(=O)N(Cc2ccc(Cl)cc2)C1 (stereo unspecified) | -3 | 0 | 5.2 | 6 | 5 | 4 | 4 | -0.2 | 1
O=C(O)CC1(CC(=O)Nc2ccc(C(F)(F)F)cc2)CCCC1 | -1 | -1 | 0.6 | -3 | -12 | -3 | -6 | -3.7 | 2
CCNc1nc(NCC)n2c(SCC(=O)Nc3ccc(F)cc3)nnc2n1 | -2 | -1 | 0.8 | 1 | -4 | 8 | 11 | -0.1 | 3
CS(=O)(=O)c1ccc(Cl)c(NC(=O)CCCc2nc3ccccc3c(=O)[nH]2)c1 | 0 | -5 | -1.1 | -4 | 5 | -2 | -8 | -0.1 | -3
O=C1CC2(CCCC2)Oc2ccc(Cl)cc21 | -4 | 2 | 1.6 | -1 | 3 | 2 | 4 | -0.1 | -4
O=C(COC(=O)CCSc1ccccc1)Nc1ccccc1 | . | . | . | . | 14 | -7 | 6 | 0.1 | .
Cc1ccc(N(CC(=O)NCc2ccccc2)C(=O)CCC(=O)Nc2ccccn2)cc1C | 2 | -1 | 3.4 | 1 | -1 | -3 | 0 | 0.4 | 2
COc1ccc(COc2ccccc2C(=O)Nc2ccccn2)cc1[N+](=O)[O-] | -1 | 5 | 0.9 | -8 | -4 | -3 | 8 | -0.1 | -2

Single records (already shown). Order of screens: TPT1 inh | PP1 inh | PP5 inh | core dimer inh | procasp3 activ | proCasp7 act | JMJD2C inh | Efflux pump inh | Fh CTSL1 inh
Shown for COC(=O)c1cc(S(=O)(=O)Nc2cc(OC)cc(OC)c2)cn1C : 2 | -5 | -2.0 | 0 | 3 | 9 | -8 | 0.1 | -2
Shown for Cc1ccc(N(CC(=O)NCc2ccccc2)C(=O)CCC(=O)Nc2ccccn2)cc1C : 2 | -1 | 3.4 | 1 | -1 | -3 | 0 | 0.4 | 2

Structures from the list above with an aryl methoxy group:
SMILES | TPT1 inh | PP1 inh | PP5 inh | core dimer inh | procasp3 activ | proCasp7 act | JMJD2C inh | Efflux pump inh | Fh CTSL1 inh
CCN(CC)CCNC(=O)CCCCn1c(=S)[nH]c2c([nH]c3ccc(OC)cc32)c1=O | -5 | -8 | 3.9 | -3 | -3 | -13 | 3 | 0.2 | 4
COc1ccc(CC2(C)OC(c3ccc(C)cc3)=NN2C(C)=O)cc1 (stereo unspecified) | 0 | 4 | 2.6 | 3 | -6 | 4 | 0 | 0.1 | 1
COC(=O)c1cc(S(=O)(=O)Nc2cc(OC)cc(OC)c2)cn1C | 2 | -5 | -2.0 | 0 | 3 | 9 | -8 | 0.1 | -2
CCOC(=O)CN(C(=O)CSc1nnc(-c2ccc(OC)c(OC)c2)o1)c1ccccc1 | -1 | -3 | -2.1 | 0 | 2 | -4 | 21 | 0.2 | 1
COc1ccc(COc2ccccc2C(=O)Nc2ccccn2)cc1[N+](=O)[O-] | -1 | 5 | 0.9 | -8 | -4 | -3 | 8 | -0.1 | -2

The list continues:
SMILES | TPT1 inh | PP1 inh | PP5 inh | core dimer inh | procasp3 activ | proCasp7 act | JMJD2C inh | Efflux pump inh | Fh CTSL1 inh
CC(C)NC(=O)c1c(O)c2cccc3c2n(c1=O)CCC3 | -2 | -1 | 1.2 | -9 | -10 | 2 | -4 | 0.0 | 0
CC(C(=O)N1CCCCCC1)c1ccc([N+](=O)[O-])cc1 (stereo unspecified) | -1 | 0 | -0.7 | -4 | 7 | -1 | 2 | 0.0 | 0
COC(=O)c1cccc(NC(=O)CCc2c(C)noc2C)c1 | . | -2 | 1.0 | . | 6 | 6 | -35 | 0.2 | .
C/C(=N\N=C(/N)SC1CC(=O)N(c2ccc(Cl)c(Cl)c2)C1=O)c1cccs1 (stereo unspecified) | 5 | 1 | 6.2 | 5 | 4 | 8 | 2 | 0.1 | 7
O=C(OCC(=O)N1CCN(S(=O)(=O)c2ccc(Cl)cc2)CC1)c1cc(Br)ccc1O | 3 | -5 | 0.9 | 1 | 5 | 5 | 0 | 0.1 | -1
O=C(CCCN1C(=O)c2cccnc2C1=O)Nc1ccc(Br)cc1 | -1 | 0 | 0.2 | -7 | -1 | 6 | 16 | -0.1 | 1
COc1cc(NC(=S)N2CCN(c3ccccn3)CC2)cc(OC)c1 | 3 | -3 | 3.6 | -1 | -11 | -9 | -4 | -0.1 | -7
O=C(NC1CCCCC1)Sc1ccc(Cl)cc1 | -1 | 0 | 0.6 | -2 | -4 | -8 | -4 | 0.0 | 2
CCOC(=O)c1ccc(-n2c(CN3CCOCC3)nc3ccc([N+](=O)[O-])cc3c2=O)cc1 | -3 | 1 | 1.6 | 3 | 12 | 9 | 8 | -0.2 | 0
Cc1ccc(-c2cc(C(=O)N3CCc4ccccc4C3)no2)cc1 | -1 | 3 | -0.2 | 5 | -6 | 3 | 11 | 0.0 | -2
Cc1ccc(CS(=O)(=O)CCC(=O)NCCCN2CCCC2=O)cc1 | 4 | -6 | -3.2 | -1 | -8 | 1 | 5 | 0.0 | -1
Cc1cc(NC(=O)CS(=O)(=O)c2cn(Cc3cccc(F)c3)c3ccccc23)no1 | 1 | 1 | 2.7 | 4 | 6 | -1 | -5 | -0.2 | -1
Cc1ccc(Sc2c(C(=O)Nc3ccc(F)cc3F)c(C(F)(F)F)nn2C)cc1 | 1 | 5 | 4.1 | 3 | -4 | 6 | -2 | 0.1 | -2
C/C(=N/Nc1ccc(F)cc1)c1ccc(Cl)s1 | 3 | -1 | -2.2 | 7 | 4 | -4 | 5 | 0.0 | 3
CC(Oc1ccc(Cl)cc1Cl)C(=O)NC1=NN(c2ccccc2)C(=O)C1 (stereo unspecified) | 0 | 17* | 4.3 | 20 | -10 | -8 | 4 | 0.0 | 0
COc1cc(NC(=O)CN2C(=O)NC(C)(CCC(C)C)C2=O)cc(OC)c1 (stereo unspecified) | -2 | 3 | 2.8 | -2 | -7 | 5 | 9 | -0.1 | -32
C/C(=N/n1cnnc1)c1cccnc1 | 1 | 3 | -1.1 | 1 | 0 | 6 | 4 | 0.0 | 3
COC(=O)N/N=C1\CCCc2c(C)cc(C)cc21 | -2 | 0 | 0.7 | 13 | 7 | 4 | -31 | -0.1 | 0
COc1cccc(-c2nnn(CC(=O)Nc3cc(OC)c(NC(=O)c4ccco4)cc3OC)n2)c1 | 1 | 4 | 4.3 | 2 | -5 | -6 | -2 | 0.2 | 3
CCc1ccccc1N(CC(=O)Nc1cccc(N(C)S(C)(=O)=O)c1)S(C)(=O)=O | 1 | -2 | 1.4 | 3 | 3 | 8 | 3 | 0.1 | 3
C[C@@H](C(=O)Nc1ccc2ccccc2c1)[C@H]1C[C@]1(C)[C@H](NC(=O)c1cnccn1)c1ccccc1 | -4 | 2 | 0.3 | 12 | 6 | 0 | -4 | . | 1
COc1ccc(C(=O)N(CCc2ccccc2)Cc2ccccc2)c(OC)n1 | 0 | 3 | 8.3 | 6 | -4 | 7 | -1 | 0.3 | 4
Cc1ccc(/C=C2/SC(=S)N(CCCC(=O)Nc3cc([N+](=O)[O-])ccc3O)C2=O)cc1 | -1 | -4 | 2.0 | 1 | 9 | -2 | 9 | -0.1 | -4
COc1cn(-c2ccccc2)nc1C(=O)Nc1ccc(C)cc1Cl | 0 | 3 | 3.9 | -3 | -10 | 2 | -151 | -0.1 | 1
CCCCc1ccc(NC(=O)C2CCCO2)cc1 (stereo unspecified) | 1 | -3 | 1.4 | 0 | -3 | 2 | 3 | -0.2 | 2
O=C(CC1C(=O)NCCN1Cc1cccc(Oc2ccccc2)c1)NCCn1cccn1 (stereo unspecified) | -5 | -4 | 0.2 | 8 | 4 | 2 | 25 | -0.1 | -2
O=C(O)CC1C(=O)NCCN1CCCc1ccccc1 (stereo unspecified) | -5 | -1 | 1.7 | -11 | 8 | 3 | 5 | -0.2 | -2

High-throughput results (PubChem)
